Screening data deposited in PubChem by National Center for Advancing Translational Sciences (NCATS).
CCT chaperon mod: High-Throughput Screening for Modulators of Cytosolic Chaperonin Activity. purified chaperonin ATPase assay, HTRF ADP detection, 30 min. activity change, % (no concentration beside the values), hits read low. 360,000 compounds, 0.3% hits; in the data active = activity change below about -30%; note: % is set by controls: 0 for no effect and ±100 for the full control effect
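We incubate TRiC, 40 or 20 nM final, with library compounds at 76 uM and 10 uM ATP for 30 min at 37 °C. ADP formed is detected with Transcreener HTRF reagents after 30 min at room temperature.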
IL2 activator: qHTS of IL-2 Activators | IL-2 activation reporter assay, cell-based qHTS; stimulated with anti-CD3/CD4/CD28 beads; in transgenic mouse T cells | activation, % (series mostly up to about 46 µM) | 360,000 compounds, 0.065% hits; in the data active = activation above about 50%; inconclusive = mostly about 30% to 49%; note: 0% is about no effect
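Readout is EGFP and DsRed signal by fluorescent plate cytometry after 18 h at 37 degrees C. Transgenic mouse T cells (750/well) received compound for 60 min before bead stimulation (anti-CD3, anti-CD4, anti-CD28); memory T cells served as non-tolerant control.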
PLK1 PBD block: qHTS for Inhibitors of PLK1-PDB (polo-like kinase 1 - polo-box domain): Primary Screen; AID 720504, 2013; Plk1 PBD binding of FITC phosphopeptide, fluorescence polarization; Serine/threonine-protein kinase PLK1 (Homo sapiens), P53350; 360,000 compounds, 2.8% hits; Potency, µM, without a hit: max response, negative = inhibition, usual class: inhibitors; note: potency is the fitted concentration of half-maximal effect; series mostly up to about 57 µM; % is set by controls: 0 for no effect and ±100 for the full control effect; nearly all actives have a fitted effect of over 65% in size
Target sequence (P53350 whole entry, looked up, the tested form may be a part): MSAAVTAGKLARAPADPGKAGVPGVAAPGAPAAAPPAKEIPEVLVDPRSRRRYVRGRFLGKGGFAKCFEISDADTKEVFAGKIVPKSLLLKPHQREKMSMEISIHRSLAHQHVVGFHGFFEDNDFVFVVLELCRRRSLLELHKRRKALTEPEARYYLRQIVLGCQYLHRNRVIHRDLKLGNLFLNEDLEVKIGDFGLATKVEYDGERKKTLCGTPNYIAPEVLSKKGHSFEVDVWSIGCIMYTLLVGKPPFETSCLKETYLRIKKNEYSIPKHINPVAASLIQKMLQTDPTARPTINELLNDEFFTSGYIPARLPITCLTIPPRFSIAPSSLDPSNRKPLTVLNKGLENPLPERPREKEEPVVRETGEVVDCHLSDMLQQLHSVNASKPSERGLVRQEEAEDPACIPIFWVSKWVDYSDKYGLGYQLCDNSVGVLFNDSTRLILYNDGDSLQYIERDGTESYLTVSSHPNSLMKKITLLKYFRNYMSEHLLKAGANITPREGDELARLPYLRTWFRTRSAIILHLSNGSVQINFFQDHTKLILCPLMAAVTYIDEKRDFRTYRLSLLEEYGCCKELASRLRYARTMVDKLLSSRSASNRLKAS
PI5P4Ka inh: qHTS for Inhibitors of phosphatidylinositol 5-phosphate 4-kinase (PI5P4K); PI5P4Kalpha enzyme, ADP-Glo luminescence, 60 min; stronger effect = lower value; max response, %; 330,000 compounds, 1.2% hits; active = max response of -50% or lower; inconclusive = between -30% and -50%; inactive = -30% or higher; note: value at the top dose of about 77 µM; % is set by controls: 0 for no effect and ±100 for the full control effect
Target sequence (P48426 whole entry, looked up): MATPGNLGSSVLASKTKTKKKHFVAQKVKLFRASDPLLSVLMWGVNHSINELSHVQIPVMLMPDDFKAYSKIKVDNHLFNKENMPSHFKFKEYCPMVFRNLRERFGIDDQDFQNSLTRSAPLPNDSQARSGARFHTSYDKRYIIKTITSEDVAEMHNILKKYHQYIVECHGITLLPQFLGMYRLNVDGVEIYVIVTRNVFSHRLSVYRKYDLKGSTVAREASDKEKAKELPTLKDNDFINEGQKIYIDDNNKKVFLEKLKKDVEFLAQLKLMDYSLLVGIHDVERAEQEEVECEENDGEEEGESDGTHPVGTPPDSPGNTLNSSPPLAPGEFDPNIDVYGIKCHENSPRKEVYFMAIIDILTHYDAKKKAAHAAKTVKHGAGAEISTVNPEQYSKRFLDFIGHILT
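PI5P4Kalpha ADP-Glo assay; 5 microM ATP final; 60 min RT reaction; HEPES pH 7.4/EGTA/CHAPS, 5% DMSO; controls lacking substrate or enzyme; luminescent end-point.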
EPAC2 ag: qHTS for Agonist of cAMP-regulated guanine nucleotide exchange factor 4 (EPAC2): primary screen; EPAC2 activation, biochemical qHTS; response scale: 100% = 6.5 mM cAMP response; Rap guanine nucleotide exchange factor 4 (Homo sapiens), Q8WZA2; Potency, µM (highest dose often 154 µM), for inactives: at the top dose activation, actives largely listed as activators; 360,000 compounds, 0.079% hits; AID 720711, 2013; note: potency is the fitted concentration of half-maximal effect; nearly all actives have a fitted effect of over 50% in size
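qHTS, titration series. 100 nM EPAC2 / 250 nM Rap1B-BODIPY-GDP / 50 uM GDP; RT; ex 480/em 540 nm, 5-min reads to 30 min. Norm. to 6.5 mM cAMP = activation.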
EPAC1 ag: qHTS for Agonist of cAMP-regulated guanine nucleotide exchange factor 3 (EPAC1): primary screen | Rap guanine nucleotide exchange factor 3 (Homo sapiens), O95398 | EPAC1 agonist qHTS, biochemical assay; response scale: 100% = response to 6.5 mM cAMP | Potency, µM (series often up to 154 µM), for the others: at the top dose activation, actives largely listed as activators | 360,000 compounds, 0.073% hits | AID 720707, 2013; note: potency is the fitted concentration of half-maximal effect; nearly all actives have a fitted effect of over 60% in size
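Normalized to 6.5 mM cAMP, activity reflects EPAC1-catalysed release of BODIPY-GDP from Rap1B, followed kinetically over 30 min at 480 nm excitation, 540 nm emission. Reaction contained 100 nM EPAC1, 250 nM Rap1B-BODIPY-GDP, 50 uM GDP.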
WRN helicase inh: qHTS for Inhibitors of WRN Helicase | AID 651768, 2012 | Potency, µM (titrated, usually from 114 µM), inactives show top-dose activity change, negative = inhibition, most hits filed as inhibitors | Bifunctional 3'-5' exonuclease/ATP-dependent helicase WRN (Homo sapiens), Q14191 | 360,000 compounds, 0.46% hits | WRN helicase unwinding, fluorescent forked duplex, kinetic; note: potency is the fitted concentration of half-maximal effect; % is set by controls: 0 for no effect and ±100 for the full control effect; nearly all actives have a fitted effect of over 55% in size
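Kinetic fluorescence helicase assay: unwinding of a quenched forked DNA duplex (100 nM final) with 2 mM ATP final raises red fluorescence (525/598 nm). Compounds sat 15 min at room temperature with 20 nM WRN beforehand.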
EPAC1 antagonist: qHTS for Antagonist of cAMP-regulated guanine nucleotide exchange factor 3 (EPAC1): primary screen. EPAC1 GEF assay, Rap1b-BODIPY-GDP exchange fluorescence. Potency, µM (series often up to 115 µM), without a hit: at the highest dose activity change, negative = inhibition, most hits filed as inhibitors. 360,000 compounds, 0.14% hits. AID 720709, 2013;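 note: potency is the fitted concentration of half-maximal effect; plate controls were vehicle for no effect and positive control for full effect; nearly all actives have a fitted effect of over 50% in size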
Active calls of the source: *; ? = inconclusive; · = not tested or not shown; [ ] = remark or other dose. Unless noted, calls come from the whole dose curve; as a rule, active = well fitted curve in the direction sought with a large enough effect; inconclusive = small, poorly fitted or top-dose-only effect, or another doubt; inactive = no such curve, though single readings can be large; an effect the other way counts as inactive or inconclusive.

Molecule	CCT chaperon mod	IL2 activator	PLK1 PBD block	PI5P4Ka inh	EPAC2 ag	EPAC1 ag	WRN helicase inh	EPAC1 antagonist
Cc1nc2nc(C)c(NS(=O)(=O)c3ccc(C4CCCCC4)cc3)c(=O)n2[nH]1	-0.2	-0.2	-10%	-4	6%	6%	-2%[57.1 µM]	-9%
O=C(COC(=O)c1ccc(Cl)nc1)NCCc1ccc(F)cc1	1.0	0.0	-12%	2	1%	1%	-5%	-16%
CCN1C(=O)c2ccccc2Sc2ccc(C(=O)O)cc21	0.3	1.2	0%	?	7%	-5%	-1%	-14%
Cc1cc(NC(=O)c2ccc(NC(=O)C3CCCO3)cc2)ccc1Br (stereo unspecified)	-1.0	0.7	0%	1	8%	-5%	-4%	-6%
CCOc1ccc(C(=O)NCC(=O)OCC(=O)c2ccc3c(c2)-c2ccccc2C3)cc1	-5.2	1.1	-8%	-11	6%	6%	6%	7%
CC(=O)Nc1ccc(NC(=O)C2c3ccccc3Oc3ccccc32)cc1	-2.2	1.3	-7%	-12	2%	-4%	7%	10%
COc1ccc(N(CC(=O)Nc2cccc(C)c2)S(=O)(=O)c2c(C)n[nH]c2C)cc1	0.1	0.2	-3%	·	16%	9%	-6%	-7%
COc1ccc([N+](=O)[O-])cc1NC(=O)c1cccnc1	-1.7	0.1	-17%	1	2%	15%	-8%	-4%
O=C(Cn1cnc2c(NCc3ccccc3)ncnc21)NCc1ccccn1	-2.8	-0.3	-8%	-7	4%	2%	4%	-10%
N#CC1C(=O)NC(=O)C(C#N)C12CCCCC2 (stereo unspecified)	-1.0	-0.1	-13%	-21	4%	4%	3%	-11%
Cc1ccc(O)c(C(=O)c2cnn(C(=O)Cc3csc(C)n3)c2)c1	1.9	2.1	-24%	?	-4%	5%	-26%	-13%
O=C(CSc1n[nH]c(=O)n1-c1ccccc1)Nc1ccccc1C(F)(F)F	1.5	0.7	-7%	2	7%	2%	-4%	12%
CCc1nc(C)cn1S(=O)(=O)c1cc(OC)c(C)cc1C	-1.9	-0.6	-15%	1	1%	-1%	3%	7%
COc1cccc(OCCNC(=O)Nc2cc(F)c(F)cc2Cl)c1	1.0	-2.9	-6%	13	-9%	-1%	-5%	3%
CCN(CC)CCn1c2c(c(SCC(=O)Nc3cccc(C(C)=O)c3)nc1=O)CCCC2	1.6	-0.7	-11%	4	5%	4%	0%	22%
O=C1CC(NC(=O)c2ccc(Cl)cc2)C(=O)N1 (stereo unspecified)	-0.7	-3.1	2%	-6	1%	4%	-1%	11%
CCCN1C2CCCC1CC(NC(=S)Nc1ccc(OC)cc1)C2 (stereo unspecified)	-3.7	0.3	-1%	0	8%	0%	-9%	-23%
O=C(N/C(=C/c1ccc(F)cc1)C(=O)N1CCCCC1)c1ccco1	0.6	-1.2	-5%	1	5%	7%	3%	-3%
O=C1CC2(CCN(C(=O)c3c(F)cccc3F)CC2)Oc2ccccc21	-1.4	-5.3	-4%	-4	8%	-10%	0%	2%
CCc1ccc(C(=O)CN2C(=O)C(C)N(c3ccc(C)cc3)C2=O)cc1 (stereo unspecified)	-4.4	0.1	-9%	4	-5%	-4%	-8%	-8%
COc1ccc(NC(=O)Nc2cccs2)cc1Cl	0.1	-2.5	-11%	-12	11%	0%	-4%	-7%
COc1cc(-c2cc3nc(NCCc4ccc(S(N)(=O)=O)cc4)ccn3n2)cc(OC)c1OC	-5.3	0.0	-2%	2	11%	-9%	-19%	-10%
CCC(CC)C(=O)c1c[nH]c(C(=O)N2CCN(c3ccccc3)CC2)c1	-0.8	-2.7	-8%	-4	5%	4%	0%	18%
CC(C)CN1CCC(=O)N([C@H](CO)c2ccccc2)CC1	2.4	0.4	-2%	-5	8%	-8%	-2%	-17%

A draw from above in order of count of non-hydrogen atoms, highest first.
Molecule	CCT chaperon mod	IL2 activator	PLK1 PBD block	PI5P4Ka inh	EPAC2 ag	EPAC1 ag	WRN helicase inh	EPAC1 antagonist
COc1cc(-c2cc3nc(NCCc4ccc(S(N)(=O)=O)cc4)ccn3n2)cc(OC)c1OC	-5.3	0.0	-2%	2	11%	-9%	-19%	-10%
COc1cccc(OCCNC(=O)Nc2cc(F)c(F)cc2Cl)c1	1.0	-2.9	-6%	13	-9%	-1%	-5%	3%
CCc1nc(C)cn1S(=O)(=O)c1cc(OC)c(C)cc1C	-1.9	-0.6	-15%	1	1%	-1%	3%	7%

Additional records follow.
Molecule	CCT chaperon mod	IL2 activator	PLK1 PBD block	PI5P4Ka inh	EPAC2 ag	EPAC1 ag	WRN helicase inh	EPAC1 antagonist
CC(C)(O)c1ccccc1CC[C@@H](SCC1(CC(=O)O)CC1)c1cccc(/C=C/c2ccc3ccc(Cl)cc3n2)c1	-2.4	1.0	?	-3	4%	-16%	-7%[11.6 µM]	?
CCCS(=O)(=O)N1CCCC(c2nc(-c3ccc(OC)cc3)no2)C1 (stereo unspecified)	-1.5	-2.1	2%	·	12%	8%	-10%	-1%
O=C(Nc1ccc2nc(-c3ccc(Br)o3)[nH]c2c1)c1ccco1	-3.7	-2.3	-11%	-19	16%	11%	-28%	-14%
Cc1cc(C(=O)OCC(=O)NC2CCS(=O)(=O)C2)c2ccccc2n1 (stereo unspecified)	1.8	1.8	3%	-8	-3%	5%	5%	-13%
COc1ccc(C(=O)Oc2cccnc2)cc1	-1.1	-0.1	-2%	-5	10%	1%	2%	9%
Cc1cccc(C)c1OCCCCc1c(C)n[nH]c1C	0.4	-1.5	3%	·	12%	0%	-13%	10%
Cc1cccc(C(=O)NC2CCN(C(=O)Nc3ccccc3C)CC2)c1	-0.5	-3.2	-11%	-7	0%	-19%	-2%	?
NC(=O)c1ccc(-c2nnn(CC(=O)N(C3CCCCC3)C3CCS(=O)(=O)C3)n2)cc1 (stereo unspecified)	-0.2	-2.9	3%	2	5%	3%	2%	8%
CC1(Oc2ccccc2)CCN(Cc2ccc(-c3ccccn3)cc2)C1 (stereo unspecified)	-0.5	-0.6	-4%	-7	13%	6%	-7%	11%
O=C(CSc1n[nH]c(-c2ccccc2)n1)Nc1ccccc1O	0.7	-0.8	-4%	8	-2%	0%	-7%	-13%
CN(c1ccc(C(=O)Nc2ccc(Cl)cn2)cc1)S(=O)(=O)c1ccccc1	-2.1	0.4	-3%	3	18%	21%	-10%	-1%
C#C[C@]1(O)CC[C@H]2[C@@H]3CCc4cc(OC5CCCC5)ccc4[C@H]3CC[C@@]21C	-0.4	-0.8	0%	69	-7%	-42%[inhibitor]	-8%	-23%
CNC(=O)c1ccc(-c2ccccc2)s1	1.4	-2.7	-4%	-3	0%	11%	-11%	-6%
Cc1ccc(S(=O)(=O)N2CC3C(=O)C[C@@H](c4ccccc4Cl)N(S(=O)(=O)c4ccc(C)cc4)C3CC2c2ccccc2)cc1 (stereo partly specified)	·	-0.3	2%	5	1%	10%	-2%	0%
O=C(O)c1ccc(/C=C2/SC(=S)N(Cc3ccccc3)C2=O)cc1	3.0	-2.9	?	5	-3%	-6%	-3%	10%
Cc1cccc(N(CC(=O)NC2CCCCC2)C(=O)c2c(C)noc2C)c1	2.6	3.5	7%	-8	-1%	-2%	0%	8%
Cc1cc(C)nc(-n2ncc3c2CC(c2ccccc2)CC3=O)n1 (stereo unspecified)	1.6	-5.5	3%	?	0%	8%	-9%[57.1 µM]	-28%
COc1ccc(-c2noc(CCC(=O)NCCCN3CCC(C)CC3)n2)cc1	-0.2	0.6	-1%	1	10%	7%	-8%	6%
Cc1ccccc1NC(=O)Cc1nc(COC(=O)C(NC(=O)c2ccccc2C)C(C)C)cs1 (stereo unspecified)	-0.2	-0.2	-1%	7	-5%	6%	-1%	4%
Cc1ccc(S(=O)(=O)N2CCN(c3ccc(C(=O)N4CCOCC4)cc3[N+](=O)[O-])CC2)cc1	-3.2	-0.6	-8%	-7	4%	7%	4%	-23%
COc1ccccc1C(=O)COC(=O)CN1C(=O)C2CC=CCC2C1=O (stereo unspecified)	-0.4	0.2	0%	2	7%	5%	3%	-8%
COc1ccc(/C=C/c2nc3cc(-c4ccccc4)ccc3o2)cc1O	1.2	1.4	-6%	22	11%	12%	?	-14%
CC(C)C[C@H](NC(=O)OC(C)(C)C)c1nnc(SCc2cccc(F)c2)o1	-0.1	-2.0	-5%	·	-13%	-1%	-14%	?
CCOC(=O)c1c(C)c(/C=N/Nc2ccccc2)n(C)c1C	0.6	-3.3	-10%	-4	9%	1%	0%	2%
COC(=O)c1cn(Cc2cccc(C)c2)nn1	0.4	-0.9	-1%	-3	-3%	-5%	-1%	1%
CC(C)(C)NC(=S)NCc1ccc2c(c1)OCO2	-1.9	1.5	-18%	-1	13%	6%	1%	-16%
Cc1ccc(C)c(Oc2cc(F)nc(N)n2)c1	-7.4	17	4%	-4	11%	-4%	2%	-12%
CC1(C)Cc2c(c(-c3ccco3)nc3sc4c(NCC5CCCO5)ncnc4c23)CO1 (stereo unspecified)	-1.5	0.0	?	-21	-12%	-2%	-27%	-13%
C#CCSc1nccc(-c2nn(-c3ccc(C)cc3)ccc2=O)n1	3.3	-2.2	27µM*	-17	-10%	-2%	-27%	4%
CC(C)(CO)NC(=S)NCc1ccco1	2.4	4.3	-22%	0	-3%	-5%	-5%	-6%
O=C(C1CC1)N(CCN(C(=O)C1CC1)c1ccccc1)c1ccccc1	-1.5	1.6	-13%	1	-5%	5%	1%	-4%
Cn1cnnc1SCC(=O)c1c(N)n(Cc2ccccc2)c(=O)n(C)c1=O	-1.4	0.3	-4%	-1	-1%	2%	-12%	-7%
Cc1ccc(C)c(NC(=O)CN(C)C(=O)c2cc([N+](=O)[O-])ccc2N2CCOCC2)c1	0.3	-3.7	3%	-2	-3%	-1%	5%	11%
O=C(Nc1ccccc1)N1CCSCC1	-2.3	-0.3	-6%	6	1%	2%	5%	-1%

This is a subset; count on the stated rates, not on these rows.
